Source: PubChem BioAssay (Broad Institute)
ARNT TACC3 PPI: disruptors of ARNT/TACC3 protein interaction, primary screen, biochemical, AlphaScreen, single concentration. Transforming acidic coiled-coil-containing protein 3 (Homo sapiens), Q9Y6A5. AlphaScreen His-ARNT PAS-B/GST-TACC3 binding, luminescence; TACC3 fragment carries E629A point mutation. inhibition, % at 9.99 µM. 390,000 tested, 0.66% active. AID 623870, 2012;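 active = mean inhibition of replicates at least 50% and at least half of replicates each reaching 50%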;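 note: 0% = complete ARNT plus TACC3 wells and 100% = ARNT alone without TACC3; many hits fall short of the cut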
* = called active by the depositor. Not all compounds are listed; count on the stated rates, not on these rows.

no.	SMILES	ARNT TACC3 PPI
1	Cc1ccc(C(=O)CSc2ccccn2)cc1	8
2	CC(C)C(=O)NC(NCC1CCCO1)C(Cl)(Cl)Cl (stereo unspecified)	-10
3	COc1ccc(-c2cc(C(F)(F)F)c(C#N)c(SCC(=O)Nc3ccc(C)cc3)n2)cc1	-11
4	Cc1ccc(C)c(NC(=O)COC(=O)c2cc(=O)c3ccccc3o2)c1	1
5	Cc1cccc(NC(=O)c2ccc(COc3ccc(Cl)cc3Cl)o2)n1	-5
6	C=CCc1c(C)nc(SCc2nc3ccccc3c(=O)[nH]2)[nH]c1=O	-11
7	O=C(CN1C(=O)CC(c2ccco2)Sc2ccccc21)NCC1CCCO1 (stereo unspecified)	1
8	CCOC(=O)c1nnn(-c2nonc2-n2cccc2)c1CN1CCCCC1	20
9	Cc1ccc(C2C3=C(NCCN=C3c3ccccc3)C(=O)N2c2ccccc2)cc1 (stereo unspecified)	0
10	COc1ccc(CN2CC(C(=O)NCCc3ccccc3)CC2=O)cc1 (stereo unspecified)	-3
11	CCC(=O)c1ccccc1OCCCn1cncn1	0
12	CCOC(=O)c1csc(NC(=O)CSc2nnnn2-c2ccc3c(c2)OCCO3)n1	1
13	O=S(=O)(N/N=C\c1ccc2c(c1)OCO2)c1ccc(Cl)cc1	-1
14	COc1ccc(NC(=O)CSc2nc(O)c(Cc3ccccc3)c(=O)[nH]2)cc1	5
15	COCC(=O)N(C)C1(c2nnnn2CCOC(=O)Nc2cccc3ccccc23)CCCC1	-8
16	CCCCN(Cc1cc2cc(OC)ccc2[nH]c1=O)C(=O)c1ccco1	-1

Grouped by structure: the entries above containing sulfur.
no.	SMILES	ARNT TACC3 PPI
1	Cc1ccc(C(=O)CSc2ccccn2)cc1	8
3	COc1ccc(-c2cc(C(F)(F)F)c(C#N)c(SCC(=O)Nc3ccc(C)cc3)n2)cc1	-11
6	C=CCc1c(C)nc(SCc2nc3ccccc3c(=O)[nH]2)[nH]c1=O	-11
7	O=C(CN1C(=O)CC(c2ccco2)Sc2ccccc21)NCC1CCCO1 (stereo unspecified)	1
12	CCOC(=O)c1csc(NC(=O)CSc2nnnn2-c2ccc3c(c2)OCCO3)n1	1
13	O=S(=O)(N/N=C\c1ccc2c(c1)OCO2)c1ccc(Cl)cc1	-1
14	COc1ccc(NC(=O)CSc2nc(O)c(Cc3ccccc3)c(=O)[nH]2)cc1	5

(list continues)
no.	SMILES	ARNT TACC3 PPI
17	COc1ccc(N2CCN(c3ncnc4c3[nH]c3ccccc34)CC2)cc1	-6
18	CC1(C)Cc2nc3nc(SCC(=O)NCCc4ccccc4)n(-c4ccccc4)c(=O)c3cc2CO1	2
19	C=CCOC(=O)C1=C(C)NC(SCC(=O)N(CC)CC)=C(C#N)C1c1ccccc1 (stereo unspecified)	-1
20	COC(=O)/C(=C\Nc1ccc(Cl)cc1Cl)NC(=O)c1ccccc1	-17
21	CCCCCOc1ccccc1C(=O)NCC(=O)O	-3
22	C=CCn1c(SCC(=O)Nc2ccc3c(c2)OCO3)nnc1-c1cc(Br)ccc1O	41
23	O=c1c2ccccc2nc(CSc2nnnn2-c2ccccc2)n1-c1cccc(C(F)(F)F)c1	3
24	Cc1cccc(OCCOCCSc2ncccn2)c1	-4

Compounds 23 to 24 from above:
no.	SMILES	ARNT TACC3 PPI
23	O=c1c2ccccc2nc(CSc2nnnn2-c2ccccc2)n1-c1cccc(C(F)(F)F)c1	3
24	Cc1cccc(OCCOCCSc2ncccn2)c1	-4

(further entries)
no.	SMILES	ARNT TACC3 PPI
25	Cc1onc(-c2ccccc2Cl)c1C(=O)Nc1cc(=O)n(C)c(=O)n1C	-2
26	Cc1cccc(NC(=O)CN(C)S(=O)(=O)c2cccc3nsnc23)c1C	-1
27	COc1ccc(-c2nc3c([nH]2)c(=O)n(C)c(=O)n3C)c(OC)c1	-2
28	Cc1nn(-c2ccccc2)c2sc(C(=O)NNC(=O)COc3cccc4ccccc34)cc12	-8
29	COc1ccc(CC(=O)N2CCOCC2)cc1	-8
30	O=C(c1cc2nc(-c3cccs3)cc(C(F)(F)Cl)n2n1)N1CCCc2ccccc21	10
31	CCCC(=O)c1c[nH]c(C(=O)NCCc2ccccn2)c1	-4
32	CC1(C)Cc2ccccc2-c2nnc(SCC(=O)N3CCN(c4ccccc4)CC3)n21	31
33	CCn1c(SCc2c(Cl)cccc2Cl)nnc1-c1nn(-c2ccccc2)ccc1=O	2
34	CCn1cnc2c1c(=O)n(CC(=O)Nc1cc(C)on1)c(=O)n2Cc1ccccc1	4
35	COc1ccc(C2CC(C(F)(F)F)n3nc(C(=O)O)c(Cl)c3N2)cc1OC (stereo unspecified)	9
36	Cc1ccc(SCCCn2cnc3ccccc3c2=O)cc1	-24
37	Cc1n[nH]c(C)c1CCCOc1ccccc1	-14
38	CCC(C(=O)NCc1ccco1)n1nc(-c2ccc(OC)cc2)ccc1=O (stereo unspecified)	2
39	CC1=CC(=O)C=CC1(C)C(Cl)Cl (stereo unspecified)	-8
40	O=C(Nc1nc(=S)ss1)c1c(F)cccc1F	-6
41	CC(C)(C)OC(=O)N1CCC(C(=O)N2CCOCC2)CC1	2
42	CCN(CC)c1ccc(/C=C(\C#N)C(=O)NCc2ccccc2)cc1	-8
43	CCn1c(SCc2cccc(C)c2)nnc1-c1ccccc1	0
44	CC(C)NC(=O)c1ccccc1NC(=O)C1CCCO1 (stereo unspecified)	-1
45	Nc1ncnc(Nc2ccccc2C(F)(F)F)n1	-1
46	c1ccc(-c2nc(-n3nc4ccccc4n3)nc3ccccc23)cc1	6
47	CCC(C)c1c(O)nc(SCC(=O)N2CCOCC2)[nH]c1=O (stereo unspecified)	17
48	CC(=O)Nc1ccc(S(=O)(=O)Nc2nc3ccccc3nc2Sc2nncn2C)cc1	-1
49	CCC(NS(=O)(=O)c1ccc(C)cc1)C(=O)Nc1ccc(NC(C)=O)cc1 (stereo unspecified)	-11
50	C=CCOc1nc2c(c(=O)n(Cc3ccc(Cl)cc3)c(=O)n2C)n1C	-2
51	CSc1nc2ccccc2cc1/C=C(\C#N)c1cccc(C)c1	6
52	COc1ccccc1C(=O)Nc1sc2c(c1C#N)CCC2	-1
53	N=c1n(CCN2CCCC2)c2ccccc2n1CC(O)c1ccco1 (stereo unspecified)	2
54	Cc1cc(OCC(=O)NCCO)cc(C)c1Cl	5
55	Fc1cccc(Cn2ccc(-c3ccc4c(c3)OCO4)n2)c1	2
56	N#Cc1nc(-c2ccco2)oc1NCc1ccc(F)cc1	14
57	N#CC1(c2ccccc2)CCCN1C(=O)c1ccccc1Br (stereo unspecified)	-24
58	CCOC(=O)C(C)n1cnc2sc3c(c2c1=O)CCC3 (stereo unspecified)	-2
59	CC1Cc2ccccc2N1C(=O)CSc1nnc(-c2ccccc2)c(-c2ccccc2)n1 (stereo unspecified)	25
60	CCOc1ccc(OCC)c(NC(=O)CSc2nc3c(c(=O)n(C)c(=O)n3C)n2CC)c1	0
61	CS(=O)(=O)N(CC(=O)NCc1ccco1)c1ccccc1Cl	-3
62	CCOC(=O)C1CCCN(C(=O)c2sc3nc(C)nc(N4CCOCC4)c3c2C)C1 (stereo unspecified)	-12
63	CC(C)CCNc1nnnc2c1sc1nc(N3CCOCC3)c3c(c12)CC(C)(C)SC3	1
64	O=C1c2cnc3nc(SCc4ccccc4)nn3c2CC2c3ccccc3CCN12 (stereo unspecified)	-3
65	COCC(=O)N(C)c1nnc(-c2cnccn2)s1	2
66	CC1CCN(S(=O)(=O)c2ccc3c(c2)C(=NO)c2cc(S(=O)(=O)N4CCC(C)CC4)ccc2-3)CC1	-9
67	Cc1cccc(OCCCSc2nc3ccccc3[nH]2)c1	-5
68	CCOC(=O)c1[nH]c(C)c(C(=O)OCC(=O)N2c3ccccc3CC2C)c1C (stereo unspecified)	-10
69	Cn1nnnc1SCC(=O)NC(C)(C)C	-3
70	COc1cccc(-n2nnnc2SCC(=O)Nc2ccc3c(c2)OCCO3)c1	-6
71	Cn1nc(OCCOc2ccccc2)ccc1=O	-2
72	CCOCCCN1C(=O)CN(C2CCCCCC2)C(=O)C1c1ccc(OC)cc1 (stereo unspecified)	-6
73	CCOc1ccc(C(=O)NCc2cccs2)cc1	0
74	Cc1ccc(-n2ncc3c(=O)n(CC#N)cnc32)cc1C	18
75	CC(C)CC1(C)NC(=O)N(CC(=O)NC(=O)Nc2ccc3c(c2)OCCO3)C1=O (stereo unspecified)	-4
76	Cc1csc(SCC(=O)N(C)CC(=O)Nc2ccc(F)cc2)n1	0
77	CCN(CC)C(=O)CSc1nnc(-c2cnccn2)n1-c1ccccc1	-1
78	CCCCCCNS(=O)(=O)c1ccc(OC)c(OC)c1	-1
79	O=C1c2ccccc2C(=O)N1CCCC(=O)N1CCc2ccccc21	-10
80	O=C1c2ccccc2C(=O)N1CC1CCCO1 (stereo unspecified)	-2

Next section:
no.	SMILES	ARNT TACC3 PPI
81	Cc1cc(C(=O)CSc2nnc(-c3cccnc3)n2-c2ccccc2F)c(C)n1CC1CCCO1 (stereo unspecified)	-2
82	O=S(=O)(Cc1ccccc1Cl)Nc1ccccn1	11
83	C#CCSc1nc(-c2ccccc2)cc(C(F)(F)F)c1C#N	-1
84	CCCn1c(-c2ccc(F)cc2)cnc1SCC(=O)O	2
85	CS(=O)(=O)N(CC(=O)N/N=C/c1cc2c(cc1Br)OCO2)c1ccccc1Br	1
86	O=c1[nH]cnc2c1C(c1ccccc1[N+](=O)[O-])c1c(nc[nH]c1=O)O2	50*
87	CCCn1c(SCC(=O)Nc2ccccc2N2CCOCC2)nc2c1c(=O)n(C)c(=O)n2C	2
88	O=C1c2ccccc2-c2nnc(-c3ccccc3)cc21	6
89	COC(=O)c1cc(CSc2nc3ccccc3[nH]2)oc1C	-4
90	CSc1nc2ccccc2cc1/C=C(\C#N)c1ccccc1	0
91	O=C1CCCC2=C1C1(CCCC1)N=C(Nc1nc3ccccc3s1)N2	-13
92	CC(c1ccccc1)n1c(-c2ccc(C(C)(C)C)cc2)n[nH]c1=S (stereo unspecified)	4
93	COc1cccc(/C=C/C(=C2/C(=O)N(c3ccccc3)N=C2C)c2ccc(Br)cc2)c1OC	-12
94	O=C(Cn1c(=O)n(Cc2ccc3c(c2)OCO3)c(=O)c2ccccc21)N1CCCc2ccccc21	-2
95	CN(C(=O)COC(=O)c1cccc(S(=O)(=O)N2CCOCC2)c1)C1CCS(=O)(=O)C1 (stereo unspecified)	5
96	CCOC(=O)CNC(=O)CSc1ncnc2c1nnn2-c1ccc(F)cc1	-2
97	Cc1ccc(S(=O)(=O)N2CN(Cc3ccco3)c3nc4ccccc4nc32)cc1	6
98	COc1ccc(NC(=S)Nc2ccc(Oc3ccccc3)cc2)cc1	2
99	O=C(CCCN1C(=O)c2ccccc2C1=O)NCCCN1CCOCC1	2
100	Cc1ccccc1-n1c(=O)c2ccccc2n2nnnc12	0
101	COc1cc(NC(=O)NC(C)(C(F)(F)F)C(F)(F)F)cc(OC)c1OC	5
102	CC(C)c1ccc(OC(=O)NCCO)cc1	-24
103	Cc1ccccc1NC(=O)c1cccc(OCc2c(C)noc2C)c1	-1
104	CCC(=O)Nc1ccc(Cl)c(NC(=O)c2cccnc2)c1	24
105	Cc1cccc(N(CC(N)=O)C2SC(=O)N(c3ccccc3)C2=O)c1 (stereo unspecified)	-4
106	COC(=O)c1cc(=O)n2c(-c3ccccc3)csc2n1	-4
107	Cc1ccc(-c2nn(CC(=O)O)c(=O)c3ccccc23)cc1	-4
108	O=C(O)c1cc(NS(=O)(=O)c2cccc3ccccc23)ccc1O	26
109	CN(C)C(=O)CSCc1c(Cl)cccc1Cl	-4
110	O=C1CC(c2ccco2)Cc2nc(N3CCc4ccccc4C3)ncc21 (stereo unspecified)	5
111	CC1(C)CC(=O)C2=C(C1)NC(SCC(N)=O)=C(C#N)C21CCCCC1	2
112	CC(C)CNS(=O)(=O)c1ccc(CCC(=O)N2CCOCC2)cc1	-22
113	CC1(NC(=O)C23CC4CC(CC(C4)C2)C3)CCS(=O)(=O)C1 (stereo unspecified)	-19
114	Cc1cnc(C(=O)OCC(=O)NCCc2ccccc2)cn1	25
115	CC1(C)Cc2c(oc3ncn4ncnc4c23)CO1	0
116	COC(=O)c1ccc2c(c1)SC1=C(CCCC1=O)N2	4
117	Cn1c(CSc2nc3ccccc3s2)nc2ccccc21	-3
118	COc1ccc(CCN2C(=O)C(O)=C(C(=O)c3ccco3)C2c2cccs2)cc1OC (stereo unspecified)	-1
119	CCSCCOC(=O)C1=C(C)N(C)C(=O)NC1c1cc(OC)ccc1OC (stereo unspecified)	-6
120	CCOC(=O)NC1(NCC(C)C)Oc2ccccc2O1	-3
121	Cc1cc(C)c2c(N)c(S(=O)(=O)Cc3ccccc3)sc2n1	-5
122	N#C/C(=C/c1ccc(Br)o1)C(N)=O	-1
123	CN(C)c1ccc2c(c1)C(=NO)c1ccccc1-2	33
124	O=S(=O)(NC(=NC1CCCC1)C(F)(F)F)c1ccccc1	0
125	CCN1C(=O)/C(=C/c2cccs2)SC1=Nc1ccc(OC)cc1	-2
126	N/C(=N\c1nc2ccccc2o1)NC(=O)C(Cc1ccccc1)N1C(=O)c2ccccc2C1=O (stereo unspecified)	-6
127	CN(C)CCCCOc1ccccc1-c1ccccc1	2
128	Cc1cccc(N2CCN(S(=O)(=O)c3c(C)[nH]c(=O)[nH]c3=O)CC2)c1C	-2
129	CCCCNC(=O)CN1CCC2(O)CCCCC2C1c1ccccc1OC (stereo unspecified)	-3
130	O=C(NCC(=O)N(Cc1ccccc1)C(C(=O)NC1CCCC1)c1ccncc1)c1ccco1 (stereo unspecified)	0
131	COc1ccc(Cl)cc1NC(=O)C(C)Sc1n[nH]c(N)n1 (stereo unspecified)	-1
132	COc1cc2c(C#N)c(N3CCN(C)CC3)nc(N)c2c(N)n1	-11
133	CC(C)COC(=O)Nc1ccc(C(=O)O)cc1	-10
134	Cc1ccc(NC(=S)NNC(=O)c2c([N+](=O)[O-])c(C)nn2C)cc1	6
135	CCOC(=O)c1[nH]c(C)c(C(=O)N(C)Cc2ccccc2)c1C	5
136	COc1ccc2cc(C#N)c(SCC(=O)N3CC(=O)Nc4ccccc43)nc2c1	-3
